MCL1-BIM inh – inhibitors of human MCL1 binding to BIM-BH3 peptide; GST-MCL1 / FITC-Bim-BH3 fluorescence polarization; inhibition, % at 10.9 µM; Q07820; 0.68% of 320,000 active;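 active = inhibition above the mean inhibition of all tested compounds plus 3 SD, set per campaign, cut at about 40% in these data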;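 note: 0% = DMSO wells and 100% = unlabeled Bim-BH3 peptide control; higher means more loss of mP so more displacement of Bim peptide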
Target sequence (Q07820 whole entry, looked up): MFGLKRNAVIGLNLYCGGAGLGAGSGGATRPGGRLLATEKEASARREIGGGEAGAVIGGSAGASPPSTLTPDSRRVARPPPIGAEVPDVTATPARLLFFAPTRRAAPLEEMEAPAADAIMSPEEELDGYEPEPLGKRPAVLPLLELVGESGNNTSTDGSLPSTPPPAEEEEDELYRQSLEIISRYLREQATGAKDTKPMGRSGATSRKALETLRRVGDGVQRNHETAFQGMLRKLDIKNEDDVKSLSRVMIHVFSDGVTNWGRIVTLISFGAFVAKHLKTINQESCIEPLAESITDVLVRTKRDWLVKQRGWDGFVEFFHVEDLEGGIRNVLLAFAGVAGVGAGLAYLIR
MEX-5 binding – C. elegans MEX-5 TCR-2 RNA binding activity. Q9XUB2. MEX-5/FITC-TCR2 RNA binding, fluorescence polarization; active compounds read low. activity score (negative = inhibition of binding), % at 10 µM. 0.38% of 300,000 active. AID 1832;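 active = inhibition past about -25% in most replicates, and total fluorescence under double the plate's negative control median, limit read from the data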;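 note: 0% = DMSO and -100% = 5 µM competing unlabeled TCR2 RNA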
Target sequence (Q9XUB2 whole entry, looked up): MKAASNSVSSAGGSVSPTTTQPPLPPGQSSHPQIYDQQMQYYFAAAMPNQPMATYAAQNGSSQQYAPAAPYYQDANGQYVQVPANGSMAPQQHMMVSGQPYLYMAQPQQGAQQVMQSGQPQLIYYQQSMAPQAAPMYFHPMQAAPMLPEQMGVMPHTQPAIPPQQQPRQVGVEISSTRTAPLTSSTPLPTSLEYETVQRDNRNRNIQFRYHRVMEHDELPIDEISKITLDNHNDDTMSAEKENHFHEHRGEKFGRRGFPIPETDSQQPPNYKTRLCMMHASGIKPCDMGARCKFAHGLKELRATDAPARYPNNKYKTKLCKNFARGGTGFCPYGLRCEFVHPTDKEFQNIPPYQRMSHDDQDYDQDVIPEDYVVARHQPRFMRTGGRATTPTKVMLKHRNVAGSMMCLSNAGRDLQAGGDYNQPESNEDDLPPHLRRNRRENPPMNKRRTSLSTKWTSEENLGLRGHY
TPT1 inh – C. albicans TPT1 enzyme inhibition | recombinant caTPT1, FP RNA substrate dephosphorylation | inhibition, % at 5 µM | 0.81% of 300,000 active | AID 1962;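 active = inhibition above the mean of all tested compounds plus 3 SD, set per screening campaign, cut at about 24% in these data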;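 note: plate controls were DMSO alone for no effect and ferristatin control at 100 nM for full effect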
Bcl-xL primary – blocks human Bcl-xL binding to Bim BH3 peptide; Q07817; GST-Bcl-xL / FITC-Bim BH3 peptide fluorescence polarization; inhibition, % at 10.9 µM; 0.7% of 320,000 active; AID 2129;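 active = inhibition above the mean of all tested compounds plus 3 SD, cutoff set per campaign, cut at about 30% in these data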;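 note: 0% = DMSO wells and 100% = unlabeled Bim-BH3 peptide competitor; inhibitors lower millipolarization by displacing the labeled peptide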
GSTO1 counter – counter-screen for RBBP9 inhibitors: inhibitors of human GSTO1 | P78417 | recombinant GSTO1, activity-based probe fluorescence polarization | inhibition, % at 5.96 µM | 1.1% of 300,000 active | AID 1974;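 active = inhibition above the campaign mean inhibition plus 3 SD, cut at about 35% in these data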;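 note: 0% = GSTO1-1 with DMSO and 100% = wells lacking GSTO1-1 enzyme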
PAD4 inh – PAD4 (human) enzyme inhibition | Q9UM07 | recombinant PAD4, RCA probe fluorescence polarization | inhibition, % at 6.36 µM | 0.41% of 330,000 active | AID 485272;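 active = percent inhibition above a cutoff equal to the mean of all tested compounds plus 3 SD, cut at about 15% in these data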;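 note: 0% = PAD4 with RCA probe and DMSO and 100% = probe without PAD4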
Fam108B counter – counter-screen for RBBP9 inhibitors: inhibitors of mouse Fam108B | recombinant Fam108B, FP-Rh probe fluorescence polarization | inhibition, % at 9.51 µM | AID 1947 | 0.33% of 300,000 active;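 active = inhibition above the screen mean inhibition plus 3 SD, computed separately per campaign, cut at about 18% in these data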;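 note: inhibitors lower polarization as less probe binds the enzyme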
PME-1 primary – blocks human protein phosphatase methylesterase 1. recombinant PME-1, FP-Rh probe fluorescence polarization. inhibition, % at 5.9 µM. 0.53% of 320,000 active;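 active = inhibition above the campaign mean of all compounds plus 3 SD, cut at about 26% in these data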;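 note: competitive labeling of PME-1 active site by serine hydrolase directed probe; 0% = PME-1 with DMSO and 100% = wells lacking PME-1 enzyme; inhibitors block probe labeling so polarization falls and inhibition rises; many of its hits are not listed in these tables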
GLD-1 TGE inh – GLD-1-TGE RNA interaction inhibition (C. elegans) | Q17339 | purified GLD-1 + fluorescein TGE RNA, fluorescence polarization | inhibition, % at 5.96 µM | 0.44% of 320,000 active | AID 2280;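 active = percent inhibition above a per-plate cutoff, the plate mean of test compounds plus 3 SD, cut at about 30% in these data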;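 note: 0% = DMSO wells with GLD-1 and probe and 100% = wells lacking GLD-1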
Starred values were filed as active, the others as inactive; . = no result given. An excerpt. The share of hits here may be higher or lower than overall.

compound	MCL1-BIM inh	MEX-5 binding	TPT1 inh	Bcl-xL primary	GSTO1 counter	PAD4 inh	Fam108B counter	PME-1 primary	GLD-1 TGE inh
CC1CCN(C(=O)Cn2nnc(-c3ccc([N+](=O)[O-])cc3)n2)CC1	0	2.3	2	4	-2	6	1	-2	0
CC(C)CCN1CC(O)=C(c2nc3ccccc3[nH]2)C1=N	4	-1.2	1	1	1	-3	0	7	2
CCC1CCCCN1CCCNC(=O)Cn1ncn2nc(-c3ccc(OC)cc3)cc2c1=O (configuration not stated)	-8	-1.5	1	-2	2	-5	-3	3	-2
CCC(C)c1c(O)nc(SCC(=O)Nc2ccccc2)[nH]c1=O (configuration not stated)	9	-1.8	-2	5	21	7	2	-7	0
Cc1c(C(=O)NCCCn2ccnc2)oc2ccccc12	7	1.1	-3	4	-1	-7	5	7	-11
COc1cc(CNCCO)cc(Br)c1OCc1ccccc1Cl	-2	1.4	-2	2	-4	-5	4	2	2
CS(=O)(=O)Nc1ccc(C2=NN(C(=O)c3ccco3)C(c3cccc(F)c3)C2)cc1 (configuration not stated)	5	0.7	-1	1	-5	6	1	6	9
O=c1c(Cc2c(F)cccc2Cl)c(O)ccn1Cc1ccc(F)cc1	6	-0.3	-3	4	-31	0	-4	1	8
COc1ccc(NC(=O)C(=O)Nc2cccc3ccccc23)c(OC)c1	1	0.1	1	1	7	1	-2	2	1
COc1cc(Cl)ccc1OCc1cc(C(=O)N(C)C2CCOC2)no1 (configuration not stated)	3	-1.3	1	8	0	-1	-3	2	4
COCCNC(=O)C(=O)NCC(c1ccc2c(c1)OCO2)N1CCN(c2ccc(F)cc2)CC1 (configuration not stated)	4	-1.5	-1	7	-26	0	-3	-7	3
N#Cc1c(SCC(=O)Nc2nc3ccc(Br)cc3s2)sc2c(O)cc(=O)[nH]c12	48*	-2.1	8	19	-12	-20	-6	-9	-8
Cc1ccc(OCC(=O)N(C)CC(=O)Nc2ccccc2Cl)c([N+](=O)[O-])n1	5	.	.	3	.	-1	.	4	8
CC(NS(C)(=O)=O)C(c1cccs1)N1CCN(c2ccccc2F)CC1 (configuration not stated)	12	-0.7	0	4	7	-5	-4	-2	6
COc1cccc(NC(=S)NCc2cccs2)c1	5	1.3	-2	4	3	-2	3	-1	-10
Cc1cccc(NC(=O)CN2C(=O)S/C(=C\c3ccc(O)c([N+](=O)[O-])c3)C2=O)c1	0	-1.1	-1	11	-13	-3	16	33*	-5
COc1ccc(S(=O)(=O)N2CCOCC2)cc1NC(=O)c1cc2c(s1)CCCC2	11	1.0	-2	9	6	-6	2	-3	3
O=C(NCCCN1CCCC1=O)C1CCN(S(=O)(=O)c2cccc(Cl)c2Cl)CC1	11	.	.	4	.	-2	.	-2	4
CC(=O)Nc1ccc(CN2CCCC(C(=O)c3cccc(C(F)(F)F)c3)C2)cc1 (configuration not stated)	8	-1.7	-3	7	1	1	3	0	-5
Cc1nn(C(=O)N2CCOCC2)c(C)c1CN1C(=O)c2ccccc2C1=O	0	0.5	-1	2	1	2	3	4	-1
Cc1ccc(C(=S)N2CCN(Cc3ccccc3)CC2)s1	6	0.8	-1	9	-1	-1	6	9	10
CC1CCCN(C(=O)NC2CC(=O)N(c3ccc4c(c3)OCCO4)C2)C1 (configuration not stated)	1	-2.4	1	6	3	-1	0	1	5
CCCCC(=O)N1CCCC(C)C1 (configuration not stated)	2	1.2	-2	0	1	3	0	-8	-1
Cc1ccc(S(=O)c2ccc(C)cc2)cc1	6	-3.6	1	0	0	0	1	6	2
CCN(CC)CCOC(=O)C(Cc1cccc2ccccc12)CC1CCCO1 (configuration not stated)	6	1.4	-5	-5	-3	1	-3	-1	-3
Cc1ccc2c(CN(C)Cc3cccc(F)c3)cc(=O)oc2c1	5	1.1	-4	7	0	-4	-3	-2	2
CN(C)C1=NC[C@H](Cc2ccccc2)N1CCC1CCCC1	-1	.	2	2	6	5	1	-6	1
COc1ccccc1C(=O)N1CC(=O)Nc2ccc(C)cc2C1c1ccc(F)cc1 (configuration not stated)	10	0.9	-2	1	-3	0	-4	15	2
COc1ccc(OC)c(NC(=O)C2CCN(S(C)(=O)=O)CC2)c1	7	-3.1	2	2	-3	1	2	4	4
CC1=C(C(=O)NCc2ccccn2)C2(CCC(C)CC2)OC1=O (configuration not stated)	5	2.5	0	1	-1	-1	2	1	1
CC(C)=CC(=O)OCC(=O)Nc1ccc(Cl)cn1	4	-1.4	-2	-3	5	0	-4	1	3
COCCSc1nnc(NC(=O)C2CCN(C(=O)c3ccco3)CC2)s1	-1	-0.8	1	3	-3	1	0	3	-1
COc1ccccc1N1CCN(C(c2cccs2)c2nnnn2C2CCCC2)CC1 (configuration not stated)	6	2.5	-4	1	1	5	7	3	-8
N=C1S/C(=C\c2ccco2)C(=O)N1c1ccc2c(c1)OCO2	21	-1.4	2	10	17	2	6	4	-3
COc1ccc(S(=O)(=O)N2CCCCCC2)cc1NC(=O)c1ccccc1	1	0.1	3	2	2	4	5	-1	2
Oc1c(C=C2N=c3ccccc3=N2)sc(=S)n1-c1ccccc1	-9	.	13	-2	3	-5	2	1	-7
CCN(CC(=O)Nc1c(F)cccc1F)C(=O)c1cc([N+](=O)[O-])ccc1N1CCCCC1	-14	0.9	0	1	1	0	2	4	1
O=C(CN1C(=O)S/C(=C\c2cccs2)C1=O)Nc1ccc(O)cc1C(=O)O	12	1.6	-2	10	15	5	5	5	6
COc1ccccc1N1CCN(C(=O)C(=O)c2cn(CC(=O)N3CCCC3)c3ccccc23)CC1	7	-0.1	-4	9	8	-4	2	7	0
CC1=C(C(=O)OC(C)C)C(c2ccc3c(c2)OCO3)NC(=O)N1 (configuration not stated)	12	0.5	-4	8	-3	-4	0	-7	0
CCOc1ccc(-c2cc(CCCC(=O)N3CCN(c4ccc(OC)cc4)CC3)no2)cc1	7	0.7	-6	3	7	0	4	-7	5
O=C(c1ccc(S(=O)(=O)N2CCC(c3nc4ccccc4[nH]3)CC2)cc1)N1CCOCC1	6	-1.2	1	10	22	2	2	6	-3
Nc1nc(SCc2c(Cl)cccc2Cl)n[nH]1	10	-1.4	2	8	-6	0	4	-2	-2
C/C(=N\NC(=O)c1c(Cl)cnn1C)c1ccc(NC(=O)c2ccncc2)cc1	2	-0.9	-4	4	-3	2	-1	-7	1
Cc1ccc(-n2c(C)nc3c(cnn3-c3ccccc3Cl)c2=O)cc1C	5	2.9	-2	3	4	1	-3	12	5
COc1ccc(C(=O)N(Cc2nc(-c3ccc(C)cc3)no2)C2CCCCC2)cc1OC	1	-1.5	0	0	6	2	-2	-3	-4
Cc1cc(C(F)(F)F)nn1CC(=O)Nc1ccc(Br)c2cccnc12	8	-0.4	-4	8	4	1	1	-6	3
Cc1ccc(NC(=O)N2CCN(C(=O)C3CCCO3)CC2)cc1 (configuration not stated)	9	-0.6	-3	5	-1	4	-4	8	0
CCOC(=O)c1[nH]c(C)c(C(=O)OCC(=O)NC2CCS(=O)(=O)C2)c1C (configuration not stated)	-16	-2.3	0	-10	1	-9	-6	2	1
CCCCNC(=O)CCNC(=O)c1ccc(C(C)(C)C)cc1	-7	0.2	4	-1	-6	2	0	1	2
COc1ccc(-c2csc(NC(=O)CS(=O)(=O)c3ccccc3)n2)cc1	4	2.1	1	4	1	-2	0	-7	3
CCC(=O)c1ccc(OCc2ccc(C#N)cc2)cc1	4	0.8	0	4	10	-6	1	-2	-2
Cc1nc(=O)c(-c2ccccc2)c(C)n1-c1ccc(S(N)(=O)=O)cc1	-3	0.2	3	2	-6	2	0	-6	-4
CCCN1C(=O)C(O)(C2COC(C)(C)CC2=O)c2ccccc21 (configuration not stated)	6	-0.3	-3	5	0	-3	8	1	2
S=C(Nc1cccc2ccccc12)N1CCN(c2ncccn2)CC1	13	2.5	3	0	-5	-7	-4	-9	-1
COc1ccc(NC(=O)/C(=C\c2ccc(OC)c(OC)c2)NC(=O)c2ccco2)cc1	3	2.3	1	3	8	-1	2	-1	10
N#Cc1cc(Oc2cccc3cccnc23)c(-n2nnc3ccccc32)cc1C#N	139*	-3.4	4	143*	5	-2	-4	7	44*
Cc1ccc(C)n1-c1ccc(C(=O)O)cc1	45*	-50*	6	11	28	-2	5	-12	5
O=C(Nc1ccccc1)OC1CCS(=O)(=O)C1 (configuration not stated)	-1	-2.8	-1	1	3	-6	2	-2	-5
CCCP(=O)(CCC)CCP(=O)(c1ccccc1)c1ccccc1	-10	-1.2	-1	3	1	-4	-1	-2	3

Continuation.
compound	MCL1-BIM inh	MEX-5 binding	TPT1 inh	Bcl-xL primary	GSTO1 counter	PAD4 inh	Fam108B counter	PME-1 primary	GLD-1 TGE inh
CSc1nc2c(ccc3ccccc32)o1	-3	1.1	2	-9	-1	-4	-1	-4	12
COc1ccc(CC(=O)OCC(=O)N2CCCC(C)C2)cc1 (configuration not stated)	-3	-1.3	2	-1	-3	0	0	4	5
Cc1ccc(O)c(C(=O)c2cnc3c(c2)CN(C)C(=O)N3)c1	-4	-0.7	-1	3	7	3	2	-1	1
Cc1cc2nsnc2c(S(=O)(=O)N2CCN(C)CC2)c1C	-1	-0.8	1	-1	10	-8	-1	-1	-1
O=C(NC1CCCCC1)c1ccc2c(c1)S(=O)(=O)c1ccccc1C2=O	-10	-2.4	0	-6	-12	-5	2	2	4

Screening results as filed in PubChem.
